# BRCA1 expr act: activators of BRCA1 expression; MCF7-BRCA1-FFLuc reporter, luminescence, 48 h; response scale: scaled: vehicle 0%, 10 µM genistein 100%; Potency, µM (doses to about 46.1 µM), for inactives: at the highest dose activation, hits mostly activators; 380,000 compounds, 1.1% hits; AID 624202; further: potency means the concentration at half of the fitted maximal effect; nearly all actives have a fitted effect of over 80% in size; some results filed as inactive show a strong effect at the top dose
#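 Luminescence from a BRCA1-driven firefly luciferase in MCF7 cells was the read-out, taken 15 min after substrate addition following 48 h compound exposure at 37 °C. Data were normalized to a 10 microM genistein control and DMSO vehicle.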
# p53 reactivator: mutant p53 re-activation in reporter cells. H1299 p53-A138V BP100-luciferase reporter, luminescence, 24 h. Potency, µM (series often up to 92.2 µM), for inactives: top-dose activity change, positive = activation, hits mostly activators. 320,000 compounds, 0.063% hits. AID 504706; further: potency means the concentration at half of the fitted maximal effect; % of control where 0% means no effect; nearly all actives have a fitted effect of over 45% in size
#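 p53-null H1299 cells stably carrying temperature-sensitive p53-A138V and a BP100-luciferase reporter were pinned with compounds (4-point, 1:5 series) and held 24 hrs at 37 deg C. Luminescence was read 10 min after detection reagent.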
# USP2a block: USP2a (human) protease inhibition. O75604. Potency, µM (titrated, usually from 38.3 µM), for the others: at the top dose activity change, negative = inhibition, most hits filed as inhibitors. 330,000 compounds, 0.01% hits. USP2 core, Ub-CHOP2 coupled fluorogenic reporter, 485/531. AID 463254;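 further: potency means the concentration at half of the fitted maximal effect; plate controls were DMSO wells for no effect and full inhibition by NEM control for full effect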
#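 Cell-free coupled assay: 10nM USP2 core preincubated 30min RT with compound in Tris-HCl pH 8.0/CaCl2/CHAPS buffer, then 25nM Ub-CHOP2 and 25nM reporter substrate; fluorescence (Ex 485/Em 531) read after 60min RT, normalized to NEM inhibition, concentration-response curves fitted.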
# uPA generation: inhibitors of cell surface uPA generation | Potency, µM (highest dose often 38.3 µM), inactives show at the top dose activity change, negative = inhibition, hits mostly inhibitors | cell surface uPA generation assay, qHTS | AID 540303 | 330,000 compounds, 0.31% hits; active means well fitted inhibition curve with a large enough effect; inconclusive means small, poorly fitted or top-dose-only effect; inactive means no such curve, though single readings can be large or run the other way; tested in mouse RAW 264.7 cells; further: potency means the concentration at half of the fitted maximal effect; on the % scale 0 is the no-effect control and ±100 the full control effect; nearly all actives have a fitted effect of over 55% in size
# Eya2 inh: Eya2 (human) phosphatase inhibition; 330,000 compounds, 0.006% hits; O00167; Potency, µM (top dose mostly 76.9 µM), inactives show at the highest dose activity, negative = inhibition, actives largely listed as inhibitors; recombinant Eya2, OMFP fluorescence dephosphorylation (OMFP is methylfluorescein phosphate); AID 488837; further: potency means the concentration at half of the fitted maximal effect; on the % scale 0 is the no-effect control and ±100 the full control effect
#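 Eya2 protein (added as 0.2 uM solution) was preincubated with compound for 10 min at ambient temperature in 50 mM HEPES pH 7.5, 50 mM NaCl, 5 uM MgCl2, 0.05% BSA, 1 mM DTT. OMFP (added at 50 uM) then reacted 10 min; fluorescence read at 485/525 nm.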
# a7 integrin act: integrin-mediated muscular dystrophy alleviation activation; alpha7betagal myoblasts, beta-gal FDG fluorescence, 48 h; Potency, µM (top dose mostly 38.3 µM), for inactives: at the top dose activation, hits mostly activators; 350,000 compounds, 0.064% hits;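 further: potency means the concentration at half of the fitted maximal effect; 100% = response of the positive control SU9516; nearly all actives have a fitted effect of over 60% in size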
#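 Alpha7betagal+/- myoblasts (passage 13) were plated 16-24 hr, then exposed to compounds (1:260 dilution of DMSO stock) for 48 hours at 37C. After MPER lysis, β-galactosidase reporter activity was read as FDG fluorescence (ex 480/em 540) after 30 minutes.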
# B2AR arrestin: recruits beta-arrestin to the human beta2-adrenergic receptor | P07550 | beta-arrestin recruitment to beta2AR, cell-based reporter | Potency, µM (highest dose often 46.1 µM), without a hit: top-dose activation, usual class: activators | 330,000 compounds, 0.02% hits;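 further: potency means the concentration at half of the fitted maximal effect; 0% = DMSO controls and full agonism = EC100 isoproterenol or metaproterenol; nearly all actives have a fitted effect of over 65% in size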
# ELG1 genotoxic: induces genotoxicity in HEK293T cells with luciferase-tagged ELG1; HEK293T ELG1-luciferase reporter, luminescence, 16 h; Potency, µM (titrated, usually from 46 µM), inactives show top-dose activity change, positive = activation, hits mostly activators; 330,000 compounds, 1.3% hits; AID 504466; further: potency means the concentration at half of the fitted maximal effect; % of control where 0% means no effect; nearly all actives have a fitted effect of over 60% in size
#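 HEK293T cells expressing luciferase-tagged ELG1 were treated with compound or DMSO for 16 hr at 37°C. Luciferase activity was then read after 30 min with ONE-Glo at room temperature; rising signal flags genetic stress.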
# S-ASM inh: inhibitors of human secretory acid sphingomyelinase; 340,000 compounds, 0.006% hits; AID 504937; Potency, µM (doses to about 57.5 µM), for the others: top-dose activity change, negative = inhibition, usual class: inhibitors; placental ASM, HMU-PC fluorogenic substrate, 60 min; further: potency means the concentration at half of the fitted maximal effect
#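 Fluorogenic HMU-PC substrate (9 uM final) is turned over by placental ASM in 60 min at 37 C after a 10 min compound preincubation. Reaction ended by alkaline stop (pH 10), with fluorescence read at 386/447 nm.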
# TRPV1 agonist: activates the human vanilloid receptor TRPV1 | 320,000 compounds, 0.19% hits | Q8NER1 | TRPV1-expressing cells, Fluo-8 calcium influx, agonist mode | AID 540275 | activation, % at 8.33 µM; in the data active means activation above about 80%; inconclusive means between about 30% and that limit; further: 0% is about no effect
# Target sequence (Q8NER1 whole entry, looked up): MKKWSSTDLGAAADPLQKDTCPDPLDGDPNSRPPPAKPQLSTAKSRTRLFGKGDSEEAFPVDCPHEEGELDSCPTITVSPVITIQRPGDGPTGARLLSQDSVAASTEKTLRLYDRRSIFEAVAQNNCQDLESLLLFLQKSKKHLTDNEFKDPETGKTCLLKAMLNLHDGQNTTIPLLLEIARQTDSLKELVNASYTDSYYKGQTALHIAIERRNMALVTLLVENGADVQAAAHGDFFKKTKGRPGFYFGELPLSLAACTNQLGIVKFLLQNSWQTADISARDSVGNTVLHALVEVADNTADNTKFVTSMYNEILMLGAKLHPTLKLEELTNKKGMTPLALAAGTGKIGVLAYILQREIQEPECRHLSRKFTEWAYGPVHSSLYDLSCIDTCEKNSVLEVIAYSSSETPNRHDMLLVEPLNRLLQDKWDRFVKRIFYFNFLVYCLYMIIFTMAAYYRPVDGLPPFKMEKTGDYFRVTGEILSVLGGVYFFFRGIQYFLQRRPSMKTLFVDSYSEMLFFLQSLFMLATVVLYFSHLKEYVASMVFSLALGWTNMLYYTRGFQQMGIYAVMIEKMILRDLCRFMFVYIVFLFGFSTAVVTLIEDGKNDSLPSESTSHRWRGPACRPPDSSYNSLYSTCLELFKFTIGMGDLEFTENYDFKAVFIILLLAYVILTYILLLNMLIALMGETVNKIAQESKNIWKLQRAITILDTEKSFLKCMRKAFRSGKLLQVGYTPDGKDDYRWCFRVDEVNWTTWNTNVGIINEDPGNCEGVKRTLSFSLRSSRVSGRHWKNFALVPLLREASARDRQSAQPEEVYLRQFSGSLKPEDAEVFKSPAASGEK
#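 TRPV1-expressing cells were cultured overnight at 35.5C and loaded with Fluo-8 calcium dye for 40 to 90 min at room temperature. After a 10 s baseline, compound was added and calcium influx was read kinetically for 3 min (ex 480/em 520 nm).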
# PTAP TSG101 blk: blocks PTAP/TSG101 interaction to inhibit HIV-1 budding | Q99816 | Fluorescence polarization, FITC-PTAP peptide / Tsg101 binding | Potency, µM (top dose mostly 115 µM), without a hit: top-dose activity change, negative = inhibition, most hits filed as inhibitors | 340,000 tested, under 10 active | AID 493005; active means well fitted inhibition curve with a large enough effect in the main read-out, with a control signal flat, not every such curve was filed as active; inconclusive means small, poorly fitted or top-dose-only effect, or effect the other way, or a change in a side signal; inactive means no such curve, though single readings can be large or run the other way; further: potency means the concentration at half of the fitted maximal effect; % of control where 0% means no effect
#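 Fluorescence anisotropy tracks displacement of a FITC-tagged PTAP peptide (50 nM) from the Tsg101 binding domain (10 uM), following a 20 min room-temperature incubation at pH 7.5.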
# * hit, by the source's call; ? = inconclusive; . = not tested or not shown; [ ] = dose if it differs, or a comment. Unless noted, the call rests on the fitted dose curve; in most records, active means well fitted curve in the direction sought with a large enough effect; inconclusive means small, poorly fitted or top-dose-only effect, or another doubt; inactive means no such curve, though single readings can be large; an effect the other way counts as inactive or inconclusive.
SMILES,BRCA1 expr act,p53 reactivator,USP2a block,uPA generation,Eya2 inh,a7 integrin act,B2AR arrestin,ELG1 genotoxic,S-ASM inh,TRPV1 agonist,PTAP TSG101 blk
Cc1cc(C)c(C(=O)C(C)OC(=O)c2ccccn2)cc1C (centres undefined),-5.7%,2.7%,1.0%,-5.8%,-15.7%,18.2%,6.6%,-2.1%,0.7%,-5.0,5.6%
O=C(CCSc1nc(-c2ccco2)cc(C(F)(F)F)n1)N1CCCc2ccccc21,-18.3%,2.5%,-6.9%,4.7%,-31.4%,-15.9%,0.0%,0.0%,-8.1%,8.5,-2.5%
COCCN1C(=O)C(=O)/C(=C(/O)c2cccc(S(=O)(=O)N(C)C)c2)C12C(=O)N(C)c1ccccc12 (centres undefined),0.0%,5.3%,-0.4%,4.0%,-19.5%,18.4%,0.1%,-0.6%,-2.1%,-1.1,-1.7%
COc1ccc(S(=O)(=O)N(C)c2c(C)n(C)n(-c3ccccc3)c2=O)cc1OC,-12.4%,-1.1%,0.0%,2.7%,9.0%,-8.0%,-0.5%,0.1%,2.8%,-1.4,-7.8%
Cc1ccc(NC(=O)CCSc2nc(C)cc(C)n2)cc1,-14.2%,-3.4%,2.8%,-1.7%,-26.9%,-7.3%,0.1%,1.4%,0.2%,-1.2,-1.0%
COc1ccc(-c2cc(C(F)(F)F)n3nc(C(=O)Nc4c(C)n(C)n(-c5ccccc5)c4=O)cc3n2)cc1,0.0%,-2.9%,3.1%,5.7%,-0.6%,-0.8%,0.2%,6.2%,57.2%[activator],1.0,-0.9%
Cc1cc2[nH]cnc2c([N+](=O)[O-])c1C,-6.2%,-11.5%,0.5%,-3.0%,8.5%,12.6%,0.5%,5.2%,2.9%,-1.6,-1.6%
CCCn1c(SCC(=O)c2[nH]c(C)c(C(C)=O)c2C)n[nH]c1=O,-30.0%,-2.2%,2.6%,-0.9%,6.1%,-5.6%,-0.4%,-0.1%,0.2%,-0.6,-4.3%
Cc1ccc(NC(=O)CSc2nnc(-c3cnccn3)n2-c2ccccc2)cc1,11.7%,9.5%,-1.0%,.,6.3%,-1.8%,0.6%,1.6%,-2.9%,0.3,-1.1%
CC1CCc2[nH]c3ccc(C(=O)N(C)CC(=O)Nc4ccccc4C(F)(F)F)cc3c2C1 (centres undefined),-21.8%,-4.9%,0.9%,1.7%,-15.7%,9.4%,-0.1%,-14.7%,-1.4%,11.0,-0.1%
COc1ccc(Nc2nc(N)nc(CSC(=S)N3CCCCC3)n2)cc1,59.4%,-4.3%,3.9%,1.8%,-3.2%,14.0%,0.4%,?,-6.3%,0.4,-4.5%
Cc1cccc(N=c2c([N+](=O)[O-])nn(-c3ccc(Cl)cc3)n2O)c1,0.4%,?,-2.1%,-1.9%,2.3%,7.5%,0.1%,-4.2%,4.9%,2.3,0.0%
O=C(Cc1ccc(Cl)cc1)NC1CCS(=O)(=O)C1 (centres undefined),13.0%,.,-0.8%,0.7%,-0.8%,3.3%,0.2%,-0.2%,0.7%,2.2,-1.1%
O=C1CC(c2ccccc2)Cc2nc(N3CCc4ccccc4C3)ncc21 (centres undefined),-26.8%,-4.1%,-2.6%,3.1%,-4.3%,-20.7%,-3.8%,-2.1%,-7.8%,8.1,-1.0%
O=C(NCc1nc2ccccc2[nH]1)C1CCCCC1,0.6%,11.5%,-0.7%,-4.1%,-12.6%,3.3%,-0.4%,2.6%,8.3%,2.3,1.1%
O=C(CCN1C(=O)c2ccccc2C1=O)Nc1sc2c(c1C(=O)NCc1ccco1)CCCC2,-19.4%,0.0%,-7.4%,.,-14.4%,-16.5%,-0.3%,-8.5%,-0.5%,1.0,-1.6%
O=c1cc(N2CCN(c3ccccc3Cl)CC2)[nH]c(=O)n1Cc1ccc(F)cc1,-10.5%,-3.7%,-3.9%,-7.9%,-16.0%,-18.8%,-0.1%,-0.1%,-4.5%,?,-2.8%
CNC(=O)c1cc(Nc2nnc(C)c3ccccc23)ccc1OC,18.8%,5.7%,0.4%,-0.9%,1.0%,8.4%,-0.1%,?,-2.6%,-1.4,-4.5%
O=C(COC(=O)C1CC1)c1c[nH]c2ccccc12,?,9.5%,-1.3%,.,14.1%,2.8%[7.66 µM],-0.4%,?,-0.3%,-3.5,-3.6%
CCN1C(=O)CS/C1=C(\C#N)S(=O)(=O)c1ccccc1,-40.8%,-1.3%,0.5%,0.2%,6.8%,-11.3%,0.1%,2.4%,4.7%,1.1,2.7%
O=C(Nc1ccc(Oc2cccnc2)cc1)C1CCN(Cc2ccc(F)cc2)CC1,-28.9%,12.9%,1.9%,-18.7%,-1.3%,-5.1%,0.0%,-4.6%,4.6%,2.2,-0.3%
COc1ccccc1NC(=O)C1=C(C)NC(SCC(=O)c2ccc(C)cc2)=C(C#N)C1c1ccco1 (centres undefined),.,8.2%,0.5%,.,18.6%,.,0.2%,1.3%,.,6.9,.
COC(=O)C1=C(C)OC(N)=C(C#N)C1c1c(C)nn(-c2ccccc2)c1Cl (centres undefined),-0.2%,17.8%,0.1%,-3.1%,-5.7%,-9.8%,-0.3%,10.1%,-0.4%,-3.0,-0.5%
COc1ccccc1NC(=O)c1cnc2c(-c3ccccc3)c(C)nn2c1C,-20.4%,-3.9%,4.4%,5.7%,5.1%,9.0%,-0.8%,-5.4%,-5.3%,9.5,-0.8%
COC(=O)C1=C(C)N=C2SC(C#N)=C(N)N2C1c1cccc(OC)c1 (centres undefined),17.2%,-3.1%,-1.4%,4.6%,0.3%,-21.3%,0.5%,17.6%,2.1%,0.7,-5.1%
SMILES,BRCA1 expr act,p53 reactivator,USP2a block,uPA generation,Eya2 inh,a7 integrin act,B2AR arrestin,ELG1 genotoxic,S-ASM inh,TRPV1 agonist,PTAP TSG101 blk
COc1ccc(C(=O)N2[C@@H](C(C)C)COc3cc(Br)ccc3S2(=O)=O)cc1,-30.0%,.,.,?,.,-20.7%,.,.,-6.0%,.,-1.6%
COc1ccc(OC)c(-c2csc(NC(=O)C3=NNC(=O)CC3)n2)c1,-20.9%,-4.9%,-14.6%,4.3%,-2.5%,39.3%,0.1%,-2.0%,-0.8%,19.9,-4.4%
Cc1cc(C(=O)OCc2nc3ccccc3s2)c(C)o1,73.0%,.,.,11.7%,.,12.8%,.,.,-0.9%,28.9,-3.4%
COC(=O)C1=C(CS(=O)(=O)c2ccc(Cl)cc2)NC(=O)NC1c1ccc(O)c(OC)c1 (centres undefined),-10.5%,19.7%,1.7%,-5.6%,12.5%,8.3%,4.2%,-0.7%,-0.3%,1.8,1.0%
CCOc1cc2[nH]c(=S)n(Cc3ccc(C(=O)O)cc3)c(=O)c2cc1OCC,1.6%,1.5%,-4.9%,-2.3%,15.0%,8.3%,0.5%,2.1%,0.0%,0.8,-2.8%
O=C(CCNC(=O)C1CCN(S(=O)(=O)c2ccc(F)cc2)CC1)NCc1ccccc1,2.6%,1.0%,2.5%,-3.7%,-0.2%,17.5%,0.4%,-3.0%,-0.7%,2.6,-7.9%
CC1CCN(Cc2cc(=O)oc3ccc(C(C)C)cc23)CC1,-7.6%,1.2%,-3.7%,4.7%,-4.8%,-17.8%,0.3%,-2.9%,-3.0%,?,-3.0%
Cc1ccc(C2(c3ccc(C)cc3)CC2C(=O)Nc2ccc([N+](=O)[O-])cc2O)cc1 (centres undefined),-85.0%,-35.0%[inhibitor],-13.2%,-9.1%,-21.8%,-57.0%[inhibitor],-0.3%,-2.8%,?,17.2,-5.9%
COc1ccccc1OCC(=O)NC1CCCc2ccccc21 (centres undefined),-6.1%,-0.4%,0.9%,2.3%,-10.5%,14.0%,-0.2%,-5.8%,8.7%,7.7,-0.1%
CNc1nc(Sc2ccccc2)cc(C(F)(F)F)n1,-2.1%,-4.0%,-0.9%,-5.4%,-18.6%,-0.6%,0.4%,4.3%,-1.1%,4.8,-6.0%
O=C(Cc1ccccc1)NCC(=O)N1CCC1,1.1%,11.5%,-0.4%,-1.6%,1.3%,5.9%,0.1%,2.7%,6.9%,-0.5,-2.4%
CCOC(=O)c1ccccc1-c1cn2cc(Cl)ccc2n1,21.7%,2.5%,1.0%,-8.4%,-0.5%,-9.2%,0.1%,10.4%,7.0%,3.5,1.7%
CCCCOc1ccc(NC(=O)[C@@H]2CCCN2C(=O)C2CCN(S(=O)(=O)c3ccc(C)cc3)CC2)cc1,-1.3%,-3.1%,4.2%,-0.5%,-5.6%,2.6%,3.3%,-2.0%,-3.8%,-1.2,-5.7%

# Bioassay records from PubChem.
